Apoferritin bind: binds horse apoferritin like a general anesthetic; actives 0.074% (n = 350,000); P02791; apoferritin/1-aminoanthracene competitive binding, fluorescence; AID 485281; Potency, µM (titrated, usually from 77.5 µM), for the others: at the top dose activity change, negative = displacement, hits mostly inhibitors; note: potency is the fitted concentration of half-maximal effect; % is set by controls: 0 for no effect and ±100 for the full control effect; nearly all actives have a fitted effect of over 20% in size
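Horse-spleen apoferritin (10 uM) in 50% saturated 1-aminoanthracene in PBS was incubated 10 min at room temperature with compound. Fluorescence (ex 380, em 535 nm) was normalized to free and bound 1-AMA, with concentration-response fitted by a four-parameter Hill equation.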
POLB inh: DNA polymerase beta (human) inhibition. Pol beta primer extension/strand displacement, fluorescence kinetic. Potency, µM (doses to about 114 µM), for inactives: top-dose activity change, negative = inhibition, actives largely listed as inhibitors. actives 1.3% (n = 340,000); note: potency is the fitted concentration of half-maximal effect; % is set by controls: 0 for no effect and ±100 for the full control effect
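Enzyme-only controls used 10 nM Pol beta; buffer lacking enzyme served as negative control. Compound preincubated 15 min, then 50 nM substrate added; 0 and 10 min reads at room temperature.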
APE1 inh: APE1 (human) endonuclease inhibition; Potency, µM (titrated, usually from 65.8 µM), for the others: at the highest dose activity change, negative = inhibition, most hits filed as inhibitors; AID 2517; recombinant APE1, TAMRA/BHQ-2 abasic DNA cleavage fluorescence; actives 0.35% (n = 350,000); P27695;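 note: potency is the fitted concentration of half-maximal effect; plate controls were vehicle for no effect and reference inhibitor for full effect; nearly all actives have a fitted effect of over 55% in size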
Target sequence (P27695 whole entry, looked up): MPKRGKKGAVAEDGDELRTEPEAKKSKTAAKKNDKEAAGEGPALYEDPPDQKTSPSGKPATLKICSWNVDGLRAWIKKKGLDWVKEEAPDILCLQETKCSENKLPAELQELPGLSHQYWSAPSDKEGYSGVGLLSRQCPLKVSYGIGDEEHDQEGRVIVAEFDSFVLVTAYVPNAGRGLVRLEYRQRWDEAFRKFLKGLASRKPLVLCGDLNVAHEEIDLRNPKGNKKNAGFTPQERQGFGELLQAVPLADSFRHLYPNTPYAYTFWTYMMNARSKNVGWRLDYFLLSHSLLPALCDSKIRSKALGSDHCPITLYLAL
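Step 1: APE1 (0.75 nM) with compound, 15 min RT. Step 2: add 50 nM fluorophore/quencher THF duplex. Step 3: three fluorescence reads 60 s apart (525/598 nm); read 3 minus read 1 = reaction progress.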
RGS4 inhibitor: human RGS4 inhibition; P49798; Potency, µM (doses to about 114 µM), inactives show at the top dose activity change, negative = inhibition, actives largely listed as inhibitors; Transcreener GDP fluorescence polarization, RGS4-accelerated GTP hydrolysis; actives 0.039% (n = 390,000); note: potency is the fitted concentration of half-maximal effect; % is set by controls: 0 for no effect and ±100 for the full control effect; nearly all actives have a fitted effect of over 75% in size; some results filed as inactive show a strong effect at the top dose
Target sequence (P49798 whole entry, looked up): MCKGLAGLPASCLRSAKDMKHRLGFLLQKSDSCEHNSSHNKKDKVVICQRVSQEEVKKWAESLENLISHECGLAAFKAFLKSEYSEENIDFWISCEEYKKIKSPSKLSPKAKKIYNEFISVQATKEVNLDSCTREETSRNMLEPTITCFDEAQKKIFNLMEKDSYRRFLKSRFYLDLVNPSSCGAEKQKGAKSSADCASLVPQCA
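MLSMR compounds (23 nl, pin-transferred) preincubated 10 min at room temperature with a 500nM (2x) first reagent, then RGS4 at 900nM (2x) plus Transcreener GDP mix added; fluorescence polarization (620/688 nm) read before and after 90 min at 30 °C.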
LDHA inh: LDHA (human) enzyme inhibition; purified LDHA, NADH/diaphorase-resazurin fluorescence; active compounds read low; activity change, % (values are at about 110 or 230 µM); AID 1347041; actives 0.15% (n = 480,000); in the data active = activity change below about -30%; inconclusive = mostly about -25% to -30%;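 note: plate controls were DMSO wells for no effect and wells without enzyme for full effect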
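Resorufin fluorescence (ex540/em590), read at 0 and 20 min after diaphorase/resazurin addition, reports the NADH left after a 5 min room-temperature reaction of 2 nM human LDH5 with 0.06 mM NADH and 0.2 mM pyruvate.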
POLK inh: inhibitors of human DNA polymerase kappa. Q9UBT6. purified Pol kappa, fluorescent DNA synthesis assay, 10 min. Potency, µM (highest dose often 107 µM), for inactives: at the top dose activity, negative = inhibition, most hits filed as inhibitors. actives 0.53% (n = 400,000). AID 588579; note: potency is the fitted concentration of half-maximal effect; % is set by controls: 0 for no effect and ±100 for the full control effect
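10 nM Pol kappa was preincubated with compounds for 15 min at room temperature. Reaction started with 50 nM (final) substrate. Fluorescence read kinetically at 0 and 10 min.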
Pol eta inh: blocks human DNA polymerase eta activity | Q9Y253 | recombinant Pol eta, fluorescent DNA replication assay | Potency, µM (titrated, usually from 114 µM), inactives show at the top dose activity change, negative = inhibition, usual class: inhibitors | actives 1.2% (n = 390,000) | AID 588591; note: potency is the fitted concentration of half-maximal effect; % is set by controls: 0 for no effect and ±100 for the full control effect
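Fluorescent replication assay: 50 nM final substrate added after a 15 min room-temperature compound preincubation with 10 nM enzyme. Signal taken at 0 min and again at 10 min.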
ERG Ets-DNA blk: blocks human ERG Ets domain binding to DNA; fluorescence polarization, His-ERG Ets domain / labelled DNA; actives 0.028% (n = 370,000); Potency, µM (titrated, usually from 76.9 µM), inactives show at the highest dose FP activity, negative = inhibition, most hits filed as inhibitors; P11308; active = well fitted inhibition curve with a large enough effect in the polarisation, with a control signal flat; inconclusive = small, poorly fitted or top-dose-only effect, or effect the other way, or a change in a side signal; inactive = no such curve, though single readings can be large or run the other way; the % refers to the polarisation;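 note: polarization taken with two DNA probes labelled with fluorescein and Texas red; potency is the fitted concentration of half-maximal effect; % of control where 0% means no effect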
Target sequence (P11308 whole entry, looked up, the tested form may be a part): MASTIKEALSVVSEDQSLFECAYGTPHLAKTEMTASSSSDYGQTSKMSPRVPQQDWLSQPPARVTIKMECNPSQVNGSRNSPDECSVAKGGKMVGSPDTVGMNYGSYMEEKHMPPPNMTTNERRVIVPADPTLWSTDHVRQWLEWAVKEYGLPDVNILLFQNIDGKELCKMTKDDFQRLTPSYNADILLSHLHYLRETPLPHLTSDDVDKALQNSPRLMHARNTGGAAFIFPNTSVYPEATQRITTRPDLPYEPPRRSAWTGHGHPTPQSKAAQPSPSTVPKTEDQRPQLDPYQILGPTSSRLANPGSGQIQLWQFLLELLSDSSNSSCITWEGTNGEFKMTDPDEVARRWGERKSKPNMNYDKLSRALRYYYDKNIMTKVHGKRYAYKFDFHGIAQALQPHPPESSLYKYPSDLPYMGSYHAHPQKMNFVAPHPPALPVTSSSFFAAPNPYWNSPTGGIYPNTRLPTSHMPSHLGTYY
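His-tagged ERG Ets domain (1 uM in the protein solution; 300mM KCl, 50mM Tris-HCl, 1mM EDTA, 1mM DTT, pH 7.5) received compound, then a probe mix of 5 nM fluorescein-DNA and 100nM Texas-615-DNA. Fluorescence polarization was read for both dyes.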
12-LOX inh: blocks human arachidonate 12S-lipoxygenase; purified 12hLO, xylenol orange hydroperoxide absorbance; Potency, µM (titrated, usually from 108 µM), inactives show at the top dose activity change, negative = inhibition, usual class: inhibitors; actives 1.1% (n = 580,000); AID 1671190; note: potency is the fitted concentration of half-maximal effect; % is set by controls: 0 for no effect and ±100 for the full control effect
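Purified human 12hLO (150 nM final) in 25 mM Hepes, 0.01% Triton X-100, pH 7.0 was preincubated 15 min at room temperature with compound. Then 40 uM arachidonic acid was added, 30 min. Hydroperoxide was read by Fe-XO absorbance ratio 573/405 nm.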
* marks the source's active call; other numbers are inactive results; u = inconclusive; x = not tested or not shown; [ ] = dose if it differs, or a comment. Unless noted, calls come from the whole dose curve; as a rule, active = well fitted curve in the direction sought with a large enough effect; inconclusive = small, poorly fitted or top-dose-only effect, or another doubt; inactive = no such curve, though single readings can be large; an effect the other way counts as inactive or inconclusive. Some of the compounds tested, so the mix of outcomes need not match the whole.

smiles	POLB inh	ERG Ets-DNA blk	APE1 inh	Apoferritin bind	12-LOX inh	RGS4 inhibitor	LDHA inh	POLK inh	Pol eta inh
CSc1nnc(C)c(=O)n1COC(=O)COc1ccccc1	28%	15%	24%	-6%	-8%	0%	-6	-1%	-3%
CCn1nc(-c2ccccc2)c(-c2ccccc2)c(C(=O)Nc2ccc(S(N)(=O)=O)cc2)c1=O	18%	2%	x	-11%	-16%	32%	-1	5%	-21%
COc1ccccc1CNC(=O)COC(=O)COc1ccccc1Cc1ccccc1	x	-5%	-2%	x	17%	5%	1	-8%	-25%
COc1ccc(Cn2c(SCc3ccc(C(=O)NCc4cccs4)cc3)nc3ccncc32)cc1	51%	-3%	x	181%[activator]	-11%	-20%	2	13%	7%
CC(=O)c1cccc(N(C(=O)CNC(=O)c2ccco2)C(C(=O)NCc2ccco2)c2ccccc2)c1 (centres undefined)	6%	15%	2%	-10%	5%	19%	-14	-12%	-6%
CCOC(=O)c1ccccc1NC(=O)c1ccc(N(C)S(C)(=O)=O)cc1	-3%	x	-2%	-2%	u	3%	4	-5%	-4%
CCOc1ccc(C2C(=O)N(C3CCCCCC3)CC(=O)N2Cc2ccc(F)cc2)cc1OC (centres undefined)	9%	11%	x	14%	u	9%	-9	-9%[60.1 µM]	-13%
C/C(CC(=O)Nc1ccc(C)cc1C)=N\NC(=O)C(C)C	-2%	-5%	0%	-5%	-19%	17%	-14	-6%	-9%
COC(=O)c1cc(NC(=O)Cc2ccc(OC)c(OC)c2)cc(C(=O)OC)c1	36%	0%	-2%	-10%	2%	u	7	-13%	6%
Cc1ccc(C(=O)N/N=C\c2ccc(OC(=O)c3cccs3)cc2)cn1	3%	7%	0%	-11%	1%	13%	-4	4%[60.1 µM]	0%
CCN(CCCNC(=O)c1cc2c(=O)[nH]c3ccc(C)cc3c2s1)Cc1ccccc1	7%	1%	x	-9%	u	-4%	2	-7%	-6%
O=C(COc1c(Cl)cc(Cl)cc1Cl)c1ccc(Cl)cc1	2%	2%	2%	-1%	-5%	11%	-12	5%	-21%
Cc1cc(C(=O)Nc2cccc(C(F)(F)F)c2)c2c(C)nn(-c3cccc(F)c3)c2n1	-5%	17%	x	53%[activator]	-1%	1%	4	-10%	-22%
COC(=O)c1cc(OC)c(OC)cc1NC(=O)C(C)c1ccc([N+](=O)[O-])cc1 (centres undefined)	5%	-5%	-2%	-18%	-3%	-1%	2	-1%	-18%
CCCc1cc2c(=O)n(NC(=O)c3nn(C)cc3[N+](=O)[O-])c(C)nc2s1	36%	-4%	-2%	-4%	-13%	-3%	-2	-4%	-16%
COc1ccc(OCCCCN2CCC(C)CC2)cc1	0%	7%	-17%	-3%	-30%	-6%	-20	-7%	-2%
S=c1[nH]nc(-c2ccccc2)n1CC1CCCO1 (centres undefined)	49%	-1%	2%	-8%	u	-36%	1	-20%	-21%
CN(C)c1nc(SCCOC(=O)c2ccccc2)nc(N(C)C)n1	-12%	-5%	-2%	3%	-7%	-2%	-3	-4%	-14%
O=C(COC(=O)c1ccccc1NC(=O)c1ccco1)NC1CCCCC1	8%	7%	-1%	-11%	149%[activator]	-13%	-2	-16%	-7%
CC(C)c1ccc(NC(=O)NCc2cccnc2)cc1	4%	20%	35%	-14%	8%	-10%	-3	-10%	-16%

3 entries from above, ordered by the number in ERG Ets-DNA blk, descending:
SMILES	ERG Ets-DNA blk
CC(C)c1ccc(NC(=O)NCc2cccnc2)cc1	20%
S=c1[nH]nc(-c2ccccc2)n1CC1CCCO1 (centres undefined)	-1%
COc1ccc(Cn2c(SCc3ccc(C(=O)NCc4cccs4)cc3)nc3ccncc32)cc1	-3%

Next results follow:
smiles	POLB inh	ERG Ets-DNA blk	APE1 inh	Apoferritin bind	12-LOX inh	RGS4 inhibitor	LDHA inh	POLK inh	Pol eta inh
CC(=O)CCc1oc2ccc(C)cc2c1Cc1ccccc1	40%	-5%	-18%	-5%	0%	18%	7	-19%	-5%
Cc1ccc(S(=O)(=O)c2nc(S(C)(=O)=O)sc2N(C)C)cc1	-4%	3%	-1%	-5%	0%	-10%	-10	-2%	-15%
O=C(c1n[nH]c(=O)c2ccccc12)N1CCN(S(=O)(=O)c2ccccc2Cl)CC1	x	-17%	-5%	x	364%[activator]	30%	-3	-9%	-4%
COc1ccc(OCCn2nnc(-c3ccc(Cl)cc3)n2)cc1	-15%	-5%	5%	-7%	-18%	29%	-3	-4%	-13%
COc1ccc(CNS(=O)(=O)CCNCc2ccccc2OC)cc1	x	3%	x	x	2%	1%	-1	-16%	-17%
CN(C)c1ccc(/C=N/NC(=O)c2cnc3ccccc3c2)cc1	-9%	6%	-3%	-4%	0%	-6%	0	-3%	-1%
O=C(c1nc2ccccn2c1CNCCCn1cccn1)N1CCCC1	10%	3%	2%	-7%	12%	10%	-3	0%	-10%
CC(C)NC(=O)C1CC=CCC1C(=O)O (centres undefined)	16%	3%	0%	-8%	2%	0%	0	-4%	-12%
CCc1ccc(NC(=O)C(=O)NCC(c2cccnc2)N2CCN(c3ccc(F)cc3)CC2)cc1 (centres undefined)	3%	2%	x	39%[activator]	-4%	-5%	-5	-11%	-15%
O=C(c1cccc(-c2ccc(O)cc2)c1)N1CCN(c2ccc(F)cc2)CC1	0%	3%	-6%	-8%	7%	-7%	-2	-15%	-22%
Cc1ccc(O)c(C(=O)c2cc(C#N)c(=O)n(CC3CCCO3)c2)c1 (centres undefined)	10%	-4%	7%	-6%	0%	2%	-5	-5%	-8%
Cc1cccc(N2CCN(C(=O)Cn3c(=O)[nH]c4ccsc4c3=O)CC2C)c1 (centres undefined)	-3%	-1%	3%	-13%	0%	-5%	2	-10%	1%
O=C1c2ccc(Oc3ccc([N+](=O)[O-])cc3)cc2C(=O)N1CCO	34%	-4%	-4%	-5%	0%	-4%	-1	-3%	-18%
COc1ccc(S(=O)(=O)Nc2cc(C)ccn2)cc1	21%	-5%	4%	0%	u	-37%	-7	4%	-10%
COc1cc(/C=C/C(=O)OCC(=O)N2CCCC2)cc(OC)c1OC	x	18%	16%	x	17%	-10%	-1	-1%	-18%
O=C(c1ccco1)N1CCN(C(=O)c2cc3c(s2)-c2ccccc2OC3)CC1	u	8%	2%	131%[activator]	u	u	3	13%	0%
O=C(CCn1c(=O)oc2ccccc21)NCCN1CCOCC1	u	6%	4%	-6%	-7%	-6%	-10	-5%	-17%
COCC1CCN(Cc2cn[nH]c2-c2ccc(OC)cc2F)C1 (centres undefined)	7%	2%	3%	-18%	0%	-26%	-4	3%	-6%
O=C(Nc1ccccc1C(=O)N/N=C/c1ccco1)c1ccccc1	11%	-3%	14%	-11%	24%	-9%	-3	-5%	-6%
CC1CCCCC1NC(=O)CCNC(=O)N1CC(=O)Nc2ccccc21 (centres undefined)	20%	3%	26%	-1%	-20%	-11%	-4	0%	-4%
COC(=O)c1sc(SC)c(S(=O)(=O)C(C)C)c1N/N=C(\C#N)C(=O)c1ccccc1	11%	1%	3%	4%	u	-12%	-12	-9%	-4%
CCOC(=O)C1CCCN(c2cc(=O)n(C3CCCCC3)c(=O)[nH]2)C1 (centres undefined)	-10%	11%	1%	-7%	-2%	14%	0	-5%	-2%
O=C(Nc1ccnc(-c2ccncc2)n1)c1ccc(F)cc1	-2%	-13%	-5%	0%	1%	-8%[56.9 µM]	-9	-4%	3%
CN1CCN(S(=O)(=O)c2cccc(C(=O)N(C)CC(=O)Nc3ccc(F)c(F)c3F)c2)CC1	x	12%	-10%	x	u	-6%	-20	0%	-19%
C[C@@H](C(=O)Nc1cc(C(F)(F)F)ccc1N1CCOCC1)N1C(=O)C2CC=CCC2C1=O (some centres undefined)	x	-18%	x	x	-30%	-3%	-7	5%	-5%
CC(C)[C@H](NS(=O)(=O)c1ccc2c(c1)OCCO2)C(=O)OCC(=O)Nc1ccccc1Cl	-19%	-4%	-4%	-4%	-11%	1%	-7	-11%	-17%
CC(C)c1nnc(NC(=O)Cn2nc(-c3ccc4c(c3)OCCO4)ccc2=O)s1	11%	7%	2%	-2%	-24%	11%	-8	-1%	2%
O=C(O)CCN1CCc2ccccc21	u	4%	-5%	-11%	-3%	-31%	2	u	18µM*
CCCSCCCNC(=O)c1ccc2nc(Cc3ccccc3)oc2c1	-6%	7%	x	-2%	-18%	-2%	-1	-11%[60.1 µM]	-12%
CC(C)(C)NC(=O)COC(=O)c1ccc(S(=O)(=O)N2CCCC2)cc1	3%	-10%	16%	-8%	320%[activator]	15%	-5	-20%	-4%
COC(=O)/C=C/c1cccc(N(Cc2ccc(-c3ccc(N(C)C)cc3)cc2)C(=O)C2CCCCC2)c1	x	x	-1%	-6%	0%	x	x	6%[60.1 µM]	x
CC(C)OC(=O)CSc1nnc(-c2ccccc2)n1N	40%	11%	3%	-6%	0%	1%	0	-2%	-2%
Cc1nn(-c2nc3ccccc3[nH]2)c(=O)c2ccccc12	1%	-6%	u	8%	21%	-15%	-7	-1%	-9%
O=C1c2ccccc2C(=O)N1CCCn1c2ccc(Cl)cc2c2nc3ccccc3nc21	x	12%	x	x	-1%	1%	-1	3%	-18%

Bioassay records (PubChem)
